WRN helicase inh: qHTS for Inhibitors of WRN Helicase; Bifunctional 3'-5' exonuclease/ATP-dependent helicase WRN (Homo sapiens), Q14191; Potency, µM (top dose mostly 114 µM), inactives show top-dose activity change, negative = inhibition, most hits filed as inhibitors; 0.46% of 360,000 active; WRN helicase unwinding, fluorescent forked duplex, kinetic; note: potency is the fitted concentration of half-maximal effect; % is set by controls: 0 for no effect and ±100 for the full control effect; nearly all actives have a fitted effect of over 55% in size
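WRN at 20 nM final preincubated with compound 15 min at room temperature; reaction started with 100 nM fluorophore/quencher forked duplex oligonucleotide and 2 mM ATP final. Unwinding followed kinetically by red fluorescence (ex 525, em 598 nm).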
CCT modulator: High-Throughput Screening for Modulators of Cytosolic Chaperonin Activity. activity change, % (test concentration not listed), hits read low. purified chaperonin ATPase assay, HTRF ADP detection, 30 min. 0.3% of 360,000 active; in the data active = activity change below about -30%; note: % is set by controls: 0 for no effect and ±100 for the full control effect
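ATPase activity: ADP formed was measured by HTRF Transcreener (665/615 nm ratio) after 30 min at 37 deg C with 10 uM ATP. Compounds screened at one 76 uM concentration against 40 or 20 nM TRiC in Tris pH 7.4/KCl/MgCl2/DTT buffer.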
PLK1 PBD block: qHTS for Inhibitors of PLK1-PDB (polo-like kinase 1 - polo-box domain): Primary Screen; 2.8% of 360,000 active; Plk1 PBD binding of FITC phosphopeptide, fluorescence polarization; Potency, µM, for inactives: max response, negative = inhibition, actives largely listed as inhibitors; AID 720504, 2013; note: potency is the fitted concentration of half-maximal effect; series mostly up to about 57 µM; % is set by controls: 0 for no effect and ±100 for the full control effect; nearly all actives have a fitted effect of over 65% in size
EPAC1 agonist: qHTS for Agonist of cAMP-regulated guanine nucleotide exchange factor 3 (EPAC1): primary screen. Rap guanine nucleotide exchange factor 3 (Homo sapiens), O95398. EPAC1 agonist qHTS, biochemical assay; response scale: 100% = response to 6.5 mM cAMP. Potency, µM (top dose mostly 154 µM), for inactives: top-dose activation, hits mostly activators. 0.073% of 360,000 active; note: potency is the fitted concentration of half-maximal effect; nearly all actives have a fitted effect of over 60% in size
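Compounds were pinned as a concentration titration into mixtures of EPAC1 (100 nM), BODIPY-GDP-loaded Rap1B (250 nM) and GDP (50 uM). After 5 min at room temperature, fluorescence was followed for 30 min; activity was scaled to 6.5 mM cAMP.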
IL-2 act: qHTS of IL-2 Activators | 0.065% of 360,000 active | IL-2 activation reporter assay, cell-based qHTS; stimulated with anti-CD3/CD4/CD28 beads; in transgenic mouse T cells | activation, % (series mostly up to about 46 µM); in the data active = activation above about 50%; inconclusive = mostly about 30% to 49%; note: 0% is about no effect
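Quantitative HTS in unstimulated transgenic mouse T cells, with memory T cells as non-tolerant control and PMA/ionomycin as tolerance-bypass control. Compound pretreatment lasted 60 minutes before 18 h bead stimulation; EGFP/DsRed fluorescence read.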
EPAC1 antagonist: qHTS for Antagonist of cAMP-regulated guanine nucleotide exchange factor 3 (EPAC1): primary screen | 0.14% of 360,000 active | EPAC1 GEF assay, Rap1b-BODIPY-GDP exchange fluorescence | Rap guanine nucleotide exchange factor 3 (Homo sapiens), O95398 | Potency, µM (titrated, usually from 115 µM), without a hit: at the top dose activity change, negative = inhibition, actives largely listed as inhibitors;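 note: potency is the fitted concentration of half-maximal effect; plate controls were vehicle for no effect and positive control for full effect; nearly all actives have a fitted effect of over 50% in size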
EPAC2 ag: qHTS for Agonist of cAMP-regulated guanine nucleotide exchange factor 4 (EPAC2): primary screen; AID 720711, 2013; 0.079% of 360,000 active; EPAC2 activation, biochemical qHTS; response scale: 100% = 6.5 mM cAMP response; Potency, µM (top dose mostly 154 µM), inactives show top-dose activation, hits mostly activators; Rap guanine nucleotide exchange factor 4 (Homo sapiens), Q8WZA2; note: potency is the fitted concentration of half-maximal effect; nearly all actives have a fitted effect of over 50% in size
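Each well held 100 nM EPAC2, 250 nM RAP1B-BODIPY-GDP and 50 uM GDP. Fluorescence, read at 5-min intervals to 30 min, was referenced to a 6.5 mM cAMP positive control.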
PI5P4Ka inh: qHTS for Inhibitors of phosphatidylinositol 5-phosphate 4-kinase (PI5P4K); PI5P4Kalpha enzyme, ADP-Glo luminescence, 60 min; active compounds read low; 1.2% of 330,000 active; Phosphatidylinositol 5-phosphate 4-kinase type-2 alpha (Homo sapiens), P48426; max response, %; active = max response of -50% or lower; inconclusive = between -30% and -50%; inactive = -30% or higher; note: value at the top dose of about 77 µM; % is set by controls: 0 for no effect and ±100 for the full control effect
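Luminescence from ADP-Glo served as readout of PI5P4Kalpha activity in a qHTS format. Reaction: enzyme, substrate, compound, ATP at 5 microM final, 60 min at RT.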
* = called active by the depositor; ? = inconclusive; . = no result given; [ ] = remark or other dose. Unless noted, calls come from the whole dose curve; as a rule, active = well fitted curve in the direction sought with a large enough effect; inconclusive = small, poorly fitted or top-dose-only effect, or another doubt; inactive = no such curve, though single readings can be large; an effect the other way counts as inactive or inconclusive.

Molecule | WRN helicase inh | CCT modulator | PLK1 PBD block | EPAC1 agonist | IL-2 act | EPAC1 antagonist | EPAC2 ag | PI5P4Ka inh
O=C(NCC(c1ccco1)N1CCCC1)c1ccccc1F (centres undefined) | 18% | 0.6 | -2% | -3% | -1.5 | 0% | 6% | -1
Cc1ccc(S(=O)(=O)N2CCC(C(=O)N/N=C/c3cccnc3)CC2)cc1 | -22% | 0.8 | -7% | 0% | -3.4 | 4% | 10% | -7
CCC(CC)c1nnc(NC(=O)[C@@H](NC(=O)c2cccc(C)c2)C(C)C)s1 | -6% | -1.1 | -9% | 8% | -1.4 | 1% | 6% | 5
OC1CCN(Cc2cccc3ccccc23)CC1 | 6% | 0.5 | -10% | 5% | 0.0 | ? | 8% | 4
CCN(CC)CCNc1nc(SC)nc2sc3c(c12)CCN(C)C3 | 9% | -0.2 | -11% | 3% | 0.7 | 11% | 7% | 0
CC1=C/C(=C\c2ccc3c(c2)OCO3)C(=O)S1 | -30% | -1.4 | -21% | 4% | -0.7 | -7% | 14% | 0
CCc1nc2c3cnn(-c4cc(Cl)ccc4C)c3ncn2n1 | -5% | -3.0 | -3% | -3% | -0.5 | 3% | 1% | 6
COc1ccc(CNC(=O)Nc2cc(C)ccc2C)cc1 | 1% | -0.8 | 1% | 5% | -2.7 | -2% | 4% | 6
Cc1ccc(-c2csc(NC(=O)CCNC(=O)c3ccccc3Cl)n2)cc1 | -2% | -3.5 | -4% | -13% | -5.0 | -24% | 15% | 3
Cc1cc(C)cc(N(CC(=O)N2CCCC2)S(C)(=O)=O)c1 | -12% | -1.3 | -2% | -2% | -0.6 | 7% | 3% | -6
CCOC(=O)C(c1ccccc1)C(Nc1ccc(F)cc1)c1ccccn1 (centres undefined) | -7% | 2.0 | -2% | 2% | 0.0 | -4% | 11% | 2
C=CCC1NCCc2c(Br)cccc21 (centres undefined) | -1% | -2.3 | -12% | 6% | 0.8 | -8% | 7% | 4
Cc1cc(C)c(C)c(OCCNCc2ccccc2)c1 | -22% | 0.2 | -1% | 3% | -0.9 | -1% | 0% | 0
COc1ccc(-c2c(NC(=O)c3ccco3)oc3c(C)cccc3c2=O)cc1 | 3% | -2.0 | -14% | 0% | -1.6 | -8% | 11% | 2
Cc1cccc(NC(=O)c2ccc(Cl)c(S(=O)(=O)N3CCc4ccccc43)c2)n1 | -5% | 2.5 | -2% | -3% | -0.9 | 2% | 21% | -7
Cc1cc2ccccn2c1C(=O)c1ccc(C#N)cc1 | 11% | 0.8 | -11% | 5% | -0.7 | -10% | 12% | 1
CC(=O)O[C@@H](Cc1ccc(O)cc1)C(=O)CC(C)C | 7% | 0.1 | -4% | -8% | -0.3 | 4% | 6% | -9
O=c1c2ccccc2c(C=NCc2ccccn2)c(O)n1-c1ccccc1 | 4% | 1.9 | 2% | -3% | -1.5 | 2% | -13% | 2
Cc1ccc2c(c1)C=CC(C#N)N2C(=O)c1ccccc1 (centres undefined) | -10%[57.1 µM] | -1.4 | -11% | 7% | 2.0 | -23% | 8% | -4
COc1ccc([N+](=O)[O-])cc1NC(=O)CCS(=O)(=O)c1ccc(Br)cc1 | -7%[11.6 µM] | 0.7 | -22% | 4% | 0.0 | -10% | 13% | 0
CN(C(=O)c1cc(COc2ccc(F)cc2Cl)on1)C1CCCc2ccccc21 (centres undefined) | -13% | -2.2 | -4% | 10% | 0.3 | -21% | 8% | 19
COc1ccc2nc(SCc3cccc(C)c3)nc(C)c2c1 | 1% | -4.5 | -2% | 12% | 0.3 | -12% | 4% | 25
CS(=O)(=O)Nc1cccc(-c2cn3c(n2)SCC3)c1 | -11% | -0.1 | ? | 3% | -0.7 | ? | 5% | -3
COc1ccc(/C=C2\Oc3cc(OCC(=O)N4CCC(C(=O)O)CC4)ccc3C2=O)c(OC)c1 | -18% | -2.1 | 28% | 11% | -0.2 | 8% | 15% | -1
Cc1ccc(NC(=O)C(CC(C)C)NC(N)=O)cc1 (centres undefined) | -9%[57.1 µM] | 0.0 | 2% | -2% | 3.7 | -9% | 2% | -1
CCCCN1CC(=O)N2[C@H]3c4ccccc4OC[C@@H]3[C@H](C(=O)OCC)[C@]2(C)C1=O | -3% | 0.0 | -8% | 8% | 1.4 | -15% | 6% | 9
Cc1ccc(S(=O)(=O)N2CCN(C(=O)CC(C)n3nc(C)c(Cl)c3C)CC2)cc1 (centres undefined) | -9% | -1.2 | -25% | -8% | 0.2 | ? | -4% | 3
Cc1ccc(S(=O)(=O)N2CCC(C(=O)OCC(=O)NCc3ccco3)CC2)cc1C | -10% | -0.7 | -17% | 4% | 3.3 | -7% | 7% | 4
CCCS(=O)(=O)c1c(S(=O)(=O)CCC)c2cnccn2c1C(=O)c1ccc(CC)cc1 | -11% | -0.3 | 0% | 2% | 0.4 | ? | 3% | 14
CC(C)=CC(=O)OCc1cc([N+](=O)[O-])cc2c1OCOC2 | -3% | 3.4 | -10% | -14% | 0.5 | -8% | 9% | 6

Next structures
Molecule | WRN helicase inh | CCT modulator | PLK1 PBD block | EPAC1 agonist | IL-2 act | EPAC1 antagonist | EPAC2 ag | PI5P4Ka inh
O=C(Cn1nc(C(=O)O)c2ccccc2c1=O)Nc1cc(Cl)cc(Cl)c1 | -5% | -6.0 | -7% | -1% | 0.3 | -17% | -1% | 4
O=C(CSc1ncccn1)N/N=C/c1cccs1 | -8% | -0.1 | -12% | 7% | -1.6 | -1% | 12% | .
Cc1[nH]c2ccc(C(=O)NCCCN3CCN(C)CC3)cc2c1C | -12% | -0.2 | -21% | -2% | 0.6 | 1% | 7% | 8
CN(CCCNC(=O)c1ccc(CS(=O)c2ccc(Br)cc2)o1)Cc1ccccc1 (centres undefined) | 5% | 0.3 | -8% | 1% | 2.4 | 5% | -7% | -1
O=C(/C=C/c1ccc([N+](=O)[O-])cc1)OCC(=O)N1CCCCCC1 | -10% | 1.5 | 1% | 4% | 1.9 | 6% | -11% | 2
O=C(NOCc1ccccc1)OCc1ccccc1 | -2% | -0.3 | -14% | 5% | -0.8 | -5% | 13% | -4
O=S1(=O)CCOCCCN1Cc1cccc(C(F)(F)F)c1 | 7% | 1.8 | -3% | -25% | 0.0 | -19% | -3% | 0
COc1ccc2c(c1)CCNC2Cc1ccc(OC)c(O)c1 (centres undefined) | . | . | . | 5% | -0.5 | -4% | 1% | .
O=C(COc1nsnc1N1CCOCC1)Nc1ccccc1Cl | -1% | 0.8 | -3% | -7% | -3.2 | 12% | 1% | -5
CC(=O)c1cccc(NC(=O)CSCc2ccccc2)c1 | -8% | -2.6 | -18% | 8% | 2.0 | -5% | 6% | -1
Oc1ccc2nc(Cc3ccccc3)[nH]c2c1 | 9% | 0.7 | -26% | -9% | -1.4 | -7% | 1% | -6
CCOc1cc(CN2CCN(CCc3ccccc3)C(CCO)C2)ccc1OC (centres undefined) | 3% | -1.7 | -4% | 8% | 0.3 | 14% | 10% | 4
COc1cccc(NC(=O)N(CCN(C)C)C(C)c2cccnc2)c1 (centres undefined) | 4% | 1.4 | 1% | -6% | 2.2 | 4% | -3% | -3
O/N=C1\CCSc2ccc(F)cc21 | 0% | 0.9 | 1% | -2% | 0.1 | -14% | 3% | 3
CCSc1nnc(NC(=O)C2CC(=O)N(Cc3ccccc3)C2)s1 (centres undefined) | -1% | 0.3 | -1% | -1% | -3.6 | 14% | -1% | -2
CCN(CC(=O)Nc1cc(Cl)ccc1C)C(=O)CN1C(=O)NC2(CCCC2)C1=O | -2% | -4.1 | 0% | -2% | -4.1 | 4% | -4% | 3
C=CCSc1nc(=O)n2ccccc2n1 | 10%[57.1 µM] | -4.6 | -12% | -3% | 0.2 | -3% | 3% | 8
Cn1c(=O)[nH]c(=O)c2c1[nH]c(=S)n2CCCc1ccccc1 | 9% | -0.3 | 30µM* | -3% | -3.9 | -14% | 7% | -52*
CCC(C)C1NC(=S)N(Cc2ccccc2)C1=O (centres undefined) | 0% | -4.2 | -24% | 2% | -0.7 | -22% | 11% | 0
C[C@@H]1CN([C@@H](C)CO)C(=O)c2cc(Br)cnc2O[C@@H]1CN(C)C(=O)C1CCCCC1 | -4% | 1.0 | -14% | 2% | -1.4 | -20% | 12% | -8
O=C(CS(=O)(=O)c1ccccc1)Nc1ccc(Br)cn1 | -12% | 0.3 | -5% | 1% | 1.1 | -16% | -7% | 1
O=S(=O)(NC1=NCCCCC1)c1ccc2ccccc2c1 | 1% | 0.8 | 1% | 2% | 0.9 | 7% | -3% | 0
COc1ccc2[nH]c(CN3CCN(CCC(C)C)C(CCO)C3)c(C)c2c1 (centres undefined) | -5% | -1.6 | 0% | -8% | -0.1 | 2% | -1% | 2
COc1cc(OC)c(/C=N/NC(=O)Cn2nc([N+](=O)[O-])cc2C)c(OC)c1 | -15% | 2.9 | -3% | -9% | 0.0 | 11% | -1% | 3

Part of the list above in order of SMILES length, largest number first:
Molecule | WRN helicase inh | CCT modulator | PLK1 PBD block | EPAC1 agonist | IL-2 act | EPAC1 antagonist | EPAC2 ag | PI5P4Ka inh
CCN(CC(=O)Nc1cc(Cl)ccc1C)C(=O)CN1C(=O)NC2(CCCC2)C1=O | -2% | -4.1 | 0% | -2% | -4.1 | 4% | -4% | 3
CN(CCCNC(=O)c1ccc(CS(=O)c2ccc(Br)cc2)o1)Cc1ccccc1 (centres undefined) | 5% | 0.3 | -8% | 1% | 2.4 | 5% | -7% | -1
COc1cccc(NC(=O)N(CCN(C)C)C(C)c2cccnc2)c1 (centres undefined) | 4% | 1.4 | 1% | -6% | 2.2 | 4% | -3% | -3
COc1ccc2c(c1)CCNC2Cc1ccc(OC)c(O)c1 (centres undefined) | . | . | . | 5% | -0.5 | -4% | 1% | .
CC(=O)c1cccc(NC(=O)CSCc2ccccc2)c1 | -8% | -2.6 | -18% | 8% | 2.0 | -5% | 6% | -1
CCC(C)C1NC(=S)N(Cc2ccccc2)C1=O (centres undefined) | 0% | -4.2 | -24% | 2% | -0.7 | -22% | 11% | 0
Oc1ccc2nc(Cc3ccccc3)[nH]c2c1 | 9% | 0.7 | -26% | -9% | -1.4 | -7% | 1% | -6

Only part of the results is shown; count on the stated rates, not on these rows.
